RmlCD inh 1536 – inhibitors of Mycobacterium tuberculosis RmlC and RmlD coupled enzymes; P9WH09+P9WH11; 160,000 compounds, 0.03% hits; inhibition, % at 3.6 µM; RmlC+RmlD coupled enzyme assay, percent inhibition; primary screen in compound mixtures; in the data active means inhibition mostly above about 34%, no sharp cut-off; further: some results filed as inactive read as strong as hits
Target sequence (P9WH09 whole entry, looked up): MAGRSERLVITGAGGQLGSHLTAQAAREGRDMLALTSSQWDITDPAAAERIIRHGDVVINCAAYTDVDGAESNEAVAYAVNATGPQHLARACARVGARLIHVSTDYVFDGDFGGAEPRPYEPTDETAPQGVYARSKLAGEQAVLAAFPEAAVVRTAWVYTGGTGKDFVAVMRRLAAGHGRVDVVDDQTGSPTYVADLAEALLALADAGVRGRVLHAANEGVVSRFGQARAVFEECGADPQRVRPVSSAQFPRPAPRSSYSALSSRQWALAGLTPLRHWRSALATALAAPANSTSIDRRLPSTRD
Target sequence (P9WH11 whole entry, looked up): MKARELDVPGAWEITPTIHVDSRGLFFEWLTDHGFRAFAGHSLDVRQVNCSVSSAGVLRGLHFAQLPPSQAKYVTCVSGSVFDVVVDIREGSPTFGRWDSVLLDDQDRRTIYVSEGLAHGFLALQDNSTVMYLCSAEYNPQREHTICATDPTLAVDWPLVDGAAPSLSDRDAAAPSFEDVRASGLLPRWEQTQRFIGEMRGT
M. tuberculosis GlmU – inhibition of mycobacterial GlmU enzyme – biochemical, glucosamine-1-phosphate acetyltransferase (AID 1376). 220,000 compounds, 0.25% hits. M. tuberculosis GlmU acetyltransferase enzyme assay; higher % means a stronger effect. inhibition, %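 (tested at 30 µM in the primary screen)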; hits with a dose series show IC50 in µM; in the data active means inhibition above about 13%;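 further: 0% = complete reaction with vehicle and 100% = reaction without substrate; strong numbers were not always called active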
* = called active by the depositor; / = no result given. The list is partial. The share of hits here may be higher or lower than overall.

mol,RmlCD inh 1536,M. tuberculosis GlmU
COc1ccc(-c2n[nH]c(C(F)(F)F)c2-c2cc3ccccc3o2)c(O)c1,/,3.7%
CCCc1cc(=O)[nH]c(SCC)n1,/,-0.2%
Cc1[nH]c2ccccc2c1C(=O)CCl,3,-4.3%
COC(=O)CSc1ncnc2scc(-c3ccccc3)c12,-6,-1.8%
CCOC(=O)CNc1nc(OCC#N)nc(N2CCOCC2)n1,4,-2.4%
O=C(NC(NC(=S)N1CCOCC1)C(Cl)(Cl)Cl)c1cccc2ccccc12 (stereo unspecified),2,-0.5%
O=C(CCn1c(=O)oc2ccccc21)Nc1cccc(Cl)c1,-6,-2.0%
COc1cccc(NC(=S)N2CCn3cccc3C2c2cccnc2)c1 (stereo unspecified),6,3.0%
CN1CCN(CCCNC(=O)c2ccc(CS(=O)(=O)c3ccc(Br)cc3)o2)CC1,-9,-3.7%
Cc1nnc(SCCn2c(N3CCC(C)CC3)nc3c2c(=O)n(C)c(=O)n3C)s1,/,0.2%
CCN(CC)S(=O)(=O)c1cccc(C(=O)Nc2ccc(Cl)cn2)c1,1,-4.4%
C=CCN(CC(=O)O)S(=O)(=O)c1ccccc1C(F)(F)F,-11,-4.3%
Cc1ccc2[nH]c(=O)c(CN(Cc3cccs3)Cc3nnnn3CC3CCCO3)cc2c1 (stereo unspecified),2,5.7%
Nc1c(NC(=O)CC[n+]2ccccc2)cccc1[N+](=O)[O-],/,3.3%
CCCC(=O)NCc1cc(-c2nn(C)c(=O)c3ccccc23)ccc1OC,/,-5.7%
CC(C)OCCCNC(=O)c1ccccc1Oc1ccccc1,/,-0.5%
Cc1cc(C(=O)COc2ccc(Cl)cc2Br)c(C)n1C,1,7.2%
O=C(N/N=C/c1c(O)n(-c2ccccc2Cl)c(=O)c2ccccc12)C1COc2ccccc2O1 (stereo unspecified),-8,1.3%
O=C1N/C(=N\N=C\c2cccs2)SC1Cc1ccc(Cl)cc1 (stereo unspecified),46,-1.6%
Cc1ccc(-n2ccc(=O)c(-c3ccnc(SCc4cccc(Cl)c4)n3)n2)cc1,-8,-0.5%
Cc1n[nH]c(=O)nc1NCc1ccccc1Cl,-12,-1.2%
CCOc1cc(/C=C/C(=O)O)ccc1OCCO,9,-3.0%
Cc1ccc(O)c(C(CC(=O)NC2CCCCC2)c2ccccc2)c1 (stereo unspecified),-9,-4.4%
Cc1csc(NC(=O)c2cncc(Br)c2)n1,/,-2.8%
COc1ccc(CNC(=O)CSc2nc3cccnc3s2)cc1,-14,1.9%
O=C(c1cccc(C(=O)N(c2ccccn2)C2CCCCC2)c1)N(c1ccccn1)C1CCCCC1,-11,-4.0%
CCCCC(O)(CCCC)C(=O)N/N=C(\C)c1ccc(Cl)cc1,-6,1.0%
COc1ccccc1N1CCN(C(=O)C(OC(C)=O)c2ccccc2)CC1 (stereo unspecified),/,7.2%
CCN(CC)C(=O)Oc1ccc2c(=O)c(-c3ccc(OC)cc3)coc2c1,4,1.2%
CCOC(=O)/C(=C/c1ccc(OC)cc1)NC(=O)c1ccco1,-6,4.5%
COc1ccc(N2CC(C(=O)Nc3nnc(SCc4ccccn4)s3)CC2=O)cc1 (stereo unspecified),6,0.0%
Cc1ccccc1CCNCc1ccc(Br)cc1,4,-1.3%
COc1ccc(/C=C/C(=O)N(CC(C)C)CC(C)C)cc1Br,13,-3.3%
Cc1cc(-c2ccccc2C(=O)NCc2ccccc2)on1,/,2.2%
O=C(NCC1(c2ccccc2)CCCC1)C(=O)NCC1(c2ccccc2)CCCC1,/,0.4%
Cc1ccc(NC(=S)NNc2ccc([N+](=O)[O-])cc2S(=O)(=O)Nc2ccccc2C(=O)O)cc1C,10,16%
Cc1cc(C)n(/N=C/c2ccc(O)cc2)c(=O)c1C#N,5,1.3%
COc1ccccc1C(=O)N1CCN(c2cccc(C(F)(F)F)c2)CC1,7,/
Cc1ccccc1OCC(=O)N1CCCc2ccccc21,0,-2.0%
CC(OCCN1CCCC1)(c1ccc(F)cc1)c1ccc(F)cc1,5,-4.9%

Profiles from above. Order of values: RmlCD inh 1536	M. tuberculosis GlmU
O=C(NCC1(c2ccccc2)CCCC1)C(=O)NCC1(c2ccccc2)CCCC1 across the screens: /	0.4%
Cc1cc(-c2ccccc2C(=O)NCc2ccccc2)on1 across the screens: /	2.2%
Cc1ccc(NC(=S)NNc2ccc([N+](=O)[O-])cc2S(=O)(=O)Nc2ccccc2C(=O)O)cc1C across the screens: 10	16%
COc1ccc(CNC(=O)CSc2nc3cccnc3s2)cc1 across the screens: -14	1.9%
CCOc1cc(/C=C/C(=O)O)ccc1OCCO across the screens: 9	-3.0%

The listing continues.
mol,RmlCD inh 1536,M. tuberculosis GlmU
O=C(COc1ccc(S(=O)(=O)N2CCCCC2)cc1)N1CCN(Cc2ccccc2)CC1,8,-4.5%
COC(=O)[C@H](Cc1ccccc1)NC(=O)N1CC(C)OC(C)C1 (stereo partly specified),/,1.3%
Cn1c(Cl)c(C(=O)Nc2ccccc2)c2ccccc21,/,0.1%
O=C(O)/C=C\C(=O)NNC(=O)c1cc(-c2ccccc2)n[nH]1,0,5.3%
Cc1cc2ccccc2c(=O)n1CC(=O)Nc1ccc2c(c1)OCO2,/,0.6%
CC(=Nc1ccccc1)Nc1ccccc1,/,2.5%
Cc1nc2ccccc2c(=O)n1-c1ccc(Cl)cc1[N+](=O)[O-],/,-6.1%
CCCCCC/C=C/c1ccc(OC)c([C@H]2[C@H]3C=CC[C@@H](C)[C@@H]3C(=O)N2Cc2ccccc2)c1,/,2.7%
CCN(CC)Cc1cc(C(=O)O)c(-c2ccccc2)o1,-5,4.3%
Cc1cc(N=Cc2c(O)n(-c3ccc(C)c(C)c3)c(=O)c3ccccc23)no1,/,-6.2%
COc1ccccc1N/N=C/c1c(CO)cnc(C)c1O,-4,0.5%
CC(Cc1ccccc1)NC(=O)/C=C/c1ccc([N+](=O)[O-])cc1 (stereo unspecified),-14,1.5%
COC(=O)c1ccc(C(=O)N(CCN(C)C)c2nc3c(Cl)cccc3s2)cc1,10,3.5%
CCc1ccc(OCCCC(=O)O)c(Br)c1,7,5.1%
CC(C)(C)C(=O)CC(=O)Nc1ccc(Cl)c(N)c1,/,7.9%
COc1ccc(CNC(=O)C2CC(=O)N(c3ccc(OCC(=O)N4CCCCC4)cc3)C2)cc1 (stereo unspecified),8,3.1%
COc1ccc(C(=O)Nc2ccc(C(=O)Nc3nccs3)cc2)cc1[N+](=O)[O-],16,-4.2%
CCN1/C(=C/c2ccc3ccc(C)cc3[n+]2CC)Sc2ccccc21,5,-7.2%
Brc1cc2c(cc1/C=N/Nc1nc3ccccc3s1)OCO2,-6,-5.6%
N#CC1=C(N)N(c2ccc(Oc3ccccc3)cc2)C(=O)C1,/,0.7%
O=C(N/C(=C/c1ccc(Cl)cc1)C(=O)N1CCCC1)c1ccccc1,/,-7.1%
CCOc1ccc(N2C(=O)CSC23CCCCC3)cc1,-6,1.2%
CC(C)(C)S(=O)c1cccs1 (stereo unspecified),-8,2.2%
Cc1ccc(CNC(=O)Nc2ccc3c(c2)N(C)C(=O)CS3)cc1,-8,3.3%
CC1(C)CC(=O)c2cnc(N3CCN(c4ccccc4)CC3)nc2C1,-4,-0.1%
CCN1CNC(=S)N(c2ccccc2OC)C1,1,3.9%
COc1ccc(C(=O)Cc2nnc(C)s2)c(OC)c1,6,-11%
Nc1nccc(/C=C/c2c(F)cccc2Cl)n1,4,-0.2%
Cc1cc(NC(=O)CN2C(=O)NC3(CCC(C)CC3)C2=O)no1 (stereo unspecified),8,5.7%
Cc1c(/C(O)=C2/C(=O)C(=O)N(CCN3CCOCC3)C2c2ccccn2)cnn1-c1ccccc1 (stereo unspecified),11,-7.5%
COc1cc(/C=C2\C(C)=C(C#N)c3nc(N)c(C#N)c(C)c32)ccc1OCC(=O)O,7,4.2%
S=c1[nH]nc(CSc2nc3ccccc3s2)n1Cc1ccccc1,-5,2.3%
Cc1ccc(CNC(=O)Cn2cncn2)cc1,7,7.2%
CCSCc1nnc(SCC(=O)Nc2cccc(SC)c2)n1C,1,2.3%
COC(=O)[C@H]1C[C@H]1[C@@H](NC(=O)c1ccc[nH]1)c1ccccc1,/,1.4%
Cc1cc(C=C2C(=O)NC(=S)NC2=O)c(C)n1C1CCCC1,-4,-2.4%
CC(C)C(=O)N1CCC(CN=Cc2c(O)n(C3CCCCC3)c(=O)n(C3CCCCC3)c2=O)CC1,-6,3.9%
COc1cc2[nH]c(=O)n(CCC(=O)N3CCN(c4cccc(C)c4C)CC3)c(=O)c2cc1OC,/,0.5%
Cc1cccc(C)c1NC(=O)COC(=O)CSc1nnc(N)s1,-9,3.0%
O=C(c1ccccc1F)N(Cc1nc2ccccc2c(=O)[nH]1)C1CCCC1,12,7.1%
Cc1ccc(NC2Nc3cc(C)nn3S2)c(C)c1 (stereo unspecified),14,-3.8%
COC(=O)c1cnn(-c2ccccc2)c1C(OC)OC,13,/
COc1ccc(C(=O)Cc2ccc(OC)c(OC)c2)cc1,0,0.9%
CCN(CC)CCN1C(=O)C(=O)/C(=C(/O)c2c(C)[nH]c(C(=O)OC)c2C)C1c1ccco1 (stereo unspecified),-4,4.0%
Nn1c(SCc2nc3ccccc3[nH]2)nnc1-c1cccnc1,/,-2.5%
CCN(CC)CCC(c1ccc(N(C)C)cc1)c1c(OC)cc(OC)c2ccc(=O)oc12 (stereo unspecified),-9,1.9%
CC(C)c1cccc(C(C)C)c1NC(=O)COC(=O)c1ccc2c(c1)S(=O)(=O)c1ccccc1C2=O,/,-7.6%
Cn1c(CNS(=O)(=O)c2ccc(Br)cc2)n[nH]c1=S,7,-2.2%
Cc1ccc(C(=O)COC(=O)C2CC(=O)N(c3nc(-c4ccccc4)cs3)C2)cc1C (stereo unspecified),/,-0.3%
COc1ccc(NC(=O)c2cccc(-n3c(C)ccc3C)c2)c(OC)c1,-4,-2.0%
O=C(COC(=O)Cc1ccc(Br)cc1)NC1CCCCCC1,8,-3.5%
Cc1ccccc1N1C(=O)C2ON(c3ccccc3)C(c3cccnc3)C2C1=O (stereo unspecified),1,0.9%
CCOC(=O)CC(=O)Nc1nnc(C(C)C)s1,/,2.0%
CCOc1ccc(OCC)c(NC(=O)CSc2nnnn2CC)c1,/,-4.2%
CCOCCCNC(=S)N(Cc1ccccc1)Cc1nc2ccccc2c(=O)[nH]1,10,4.9%
CCC(c1nnc(SCC(=O)NCCc2ccc(Cl)cc2Cl)o1)N(C)C (stereo unspecified),13,3.6%
COc1ccc(S(=O)(=O)N(C)CC(=O)Nc2c(F)cccc2F)cc1,-9,-2.0%
O=C(/C=C\c1ccc2c(c1)OCO2)NC1(C(=O)Nc2ccc3c(c2)OCO3)CCCCC1,-14,-1.6%
CCOc1cc(/C=C/c2nc3cc(C)c(C)cc3s2)ccc1OCC(=O)N1CCOCC1,-5,4.2%
CCCC[C@@H]1CNC(=S)N1CCc1cccc2ccccc12,/,-1.2%

Retrieved one by one from the entries so far:
mol,RmlCD inh 1536,M. tuberculosis GlmU
CCC(c1nnc(SCC(=O)NCCc2ccc(Cl)cc2Cl)o1)N(C)C (stereo unspecified),13,3.6%
Cc1ccc(C(=O)COC(=O)C2CC(=O)N(c3nc(-c4ccccc4)cs3)C2)cc1C (stereo unspecified),/,-0.3%

Further compounds.
mol,RmlCD inh 1536,M. tuberculosis GlmU
CC(C)OC(=O)NCN1C(=O)C2C3C=CC(C3)C2C1=O (stereo unspecified),/,-7.3%
CCOc1c2ccc(C(=O)NCc3ccc(C)cc3)cc2nn1CC,/,1.1%
CC1CCN(Cc2nnnn2-c2cccc([N+](=O)[O-])c2)CC1,-3,-2.6%
Cc1csc(=O)n1CCC(=O)O,/,0.2%
COC(=O)Cc1cc(=O)[nH]c(/N=C(\N)Nc2ccc(C(C)C)cc2)n1,2,-0.1%
COc1ccc(C2C3=C(CC(C)(C)CC3=O)Oc3ncn(CC(C)C)c(=N)c32)cc1 (stereo unspecified),-1,5.9%
O=C1C(C=NCCN2CCOCC2)=C(O)c2ccccc21,/,6.3%
Cc1nc2ncccn2c1-c1csc(Nc2ccc(O)cc2)n1,9,1.5%
Cn1c(CN2CCN(C(=O)c3ccc(F)cc3)CC2)nc2cc([N+](=O)[O-])ccc21,6,1.9%
CC1CCN(c2nc(N(C)c3ccccc3)nc(N)c2[N+](=O)[O-])CC1,/,6.8%
N#Cc1ccccc1N=C1CCCN1Cc1ccccc1,5,0.4%
CCOC(=O)CC(N)c1ccc2c(c1)OCO2 (stereo unspecified),-2,7.1%
CC(C)Oc1cccc(C(=O)C2CCCN(C(=O)CCn3cnnn3)C2)c1 (stereo unspecified),-9,-2.2%
COc1ccc([N+](=O)[O-])cc1NC(=O)Nc1ccccc1,-7,7.5%
NC(=O)c1ccccc1N=Cc1ccccn1,7,5.1%
Cc1nnc(NC(=O)c2c(F)c(F)c(F)c(F)c2F)s1,0,-0.2%
C=CCn1c(-c2cccnc2Cl)nc2cc(Cl)c(Cl)cc21,-6,-3.1%
NC(N)=N/N=C/c1cccc([N+](=O)[O-])c1O,/,1.3%
Cc1ccc(CCNC(=O)C2CCN(S(=O)(=O)c3c(C)nn(C)c3C)CC2)cc1,-8,0.3%
